# AMA1-RON2 inh – disrupts binding of P. falciparum AMA1 to RON2; hit rate 0.2% among 360,000; Potency, µM (titrated, usually from 58.2 µM), for inactives: top-dose activity change, negative = inhibition, most hits filed as inhibitors; AlphaScreen AMA1-biotinylated RON2 peptide binding; AID 720542;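 note: 0% = vehicle wells and -100% = peptide control; nearly all actives have a fitted effect of over 45% in size; some results filed as inactive show a strong effect at the top dose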
#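 AMA1 (3D7) with his tag at 25 nM final met compounds first, then biotinylated RON2 peptide at 25 nM; detection used donor plus acceptor beads, 10 µg/mL apiece, read by AlphaScreen after 30 min at room temperature.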
# TbPYK inhibitor – T. brucei pyruvate kinase inhibition | TbPYK enzyme, Kinase-Glo Plus ATP luminescence, 45 min | Potency, µM (highest dose often 76.8 µM), without a hit: top-dose activity, negative = inhibition, actives largely listed as inhibitors | hit rate 0.12% among 410,000; note: nearly all actives have a fitted effect of over 50% in size
#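 Glycolytic pyruvate kinase of T. brucei was incubated with substrate, test compound and 130 uM ADP for 45 minutes at room temperature. Luminescent Kinase-Glo Plus signal was measured after 10 minutes.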
# Numbers without * were called inactive; ? = inconclusive; [ ] = remark or other dose. Calls come from the whole dose curve; as a rule, active = well fitted curve in the direction sought with a large enough effect; inconclusive = small, poorly fitted or top-dose-only effect, or another doubt; inactive = no such curve, though single readings can be large; an effect the other way counts as inactive or inconclusive. Unless noted, % is set by controls: 0 for no effect and ±100 for the full control effect; potency is the fitted concentration of half-maximal effect.
Compound	AMA1-RON2 inh	TbPYK inhibitor
CN(Cc1ccc2c(c1)OCCO2)C(=O)CSc1ncnc2sccc12	-4%	-3%
CC1(C(=O)NS(=O)(=O)c2cccc(F)c2)CCN1C(=O)c1ccco1 (stereo not given)	-5%	-1%
O=C(NNS(=O)(=O)c1ccc([N+](=O)[O-])cc1)c1ccccc1	19%	-1%
CC1(C(=O)NS(=O)(=O)c2cccc(C#N)c2)CCN1C(=O)Cc1ccccc1Cl (stereo not given)	-3%	2%
COc1ccc(CN2C(=O)C(CC(=O)NCc3cccc4ccccc34)CC(C(=O)N(C(C)C)C(C)C)=C2C)cc1 (stereo not given)	60%	9%
Cc1ccc(NC(=S)NC(=O)c2cncc(Br)c2)c(C)c1	79%[activator]	4%
CC(C)N(C(=O)[C@H]1C[C@H](CC(=O)NCCCN(C)C)C(=O)N2CCc3c([nH]c4ccc(Cl)cc34)[C@]12C)C(C)C	0%	-3%
Fc1cccc(-c2ccc3c(c2)CN(c2cccc(Cl)c2)Cc2cnnn2-3)c1	0%	5%
N#Cc1ccc(S(=O)(=O)N2CCN(CN3C(=O)CC4(CCCC4)C3=O)CC2)cc1	7%	-7%
COc1cc(/C=C(\CCC(=O)O)c2nc3ccccc3s2)ccc1OCC(=O)Nc1c(Cl)cccc1Cl	-5%	-6%
CC1(C(=O)Nc2nccs2)CCN1C(=O)CC(c1ccccc1)c1ccccc1 (stereo not given)	-6%	1%
CCCS(=O)(=O)NC(=O)C1(C)CCCN(C(=O)c2ccc(C(F)(F)F)nc2C)C1 (stereo not given)	16%	2%
O=P(Oc1ccccc1)(Oc1ccccc1)N1CCOCC1	12%	5%
Cn1c(=O)c2c(nc(C3CC4C5CCC(C5)C4C3)n2C)n(C)c1=O (stereo not given)	-1%	0%
O=C1C(=Cc2ccccc2O)SC(=S)N1CCCN1CCOCC1	2%	?
COc1cccc(C(C)(O)c2nc(-c3cc4ccccc4o3)cs2)c1 (stereo not given)	-3%	-8%
Cc1ccc(S(=O)(=O)c2nc(-c3cccs3)oc2N2CCC(C(N)=O)CC2)cc1	-10%	7%
O=C(CSc1nncs1)NNC(=O)c1ccccc1Br	3%	-2%
CCCn1c(C)cc(C(=O)COC(=O)c2cc(=O)[nH]c3ccccc23)c1C	-6%	-8%
Cc1ccnc(SCCn2c(N3CCC(C)CC3)nc3c2c(=O)n(C)c(=O)n3C)n1	-3%	-14%
C[C@@H]1CN([C@@H](C)CO)C(=O)CCCn2cc(nn2)CO[C@H]1CN(C)S(=O)(=O)c1ccc(-n2cccn2)cc1	3%	1%
O=C1C(=Cc2ccc(Cl)cc2)CCc2ccccc21	-3%	?
CC1CC(C)(C)C2=NCCN21 (stereo not given)	6%	4%
O=S1(=O)N[C@@H](Cc2ccccc2)COc2cccc(N3CCSCC3)c21	-15%	1%
C[C@@H]1CN([C@H](C)CO)C(=O)CCCn2nncc2CO[C@H]1CN(C)C(=O)c1ccccc1	7%	-12%
O=C(NCc1ccc(F)c(F)c1)C1Cc2c(-c3ccc4c(c3)OCO4)ccnc2O1 (stereo not given)	-1%	-2%
CC(C)[C@H](NC(=O)c1ccccc1)C(=O)NC1=NCCS1	-3%	0%
CCCCn1c(N)c(N(CCOC)C(=O)CCN2C(=O)C3CC=CCC3C2=O)c(=O)[nH]c1=O (stereo not given)	1%	2%
CC(C)CC(N)c1csc(Nc2ccc(C(=O)NCCCO)cn2)n1 (stereo not given)	51%[activator]	2%
Cc1nc(NCCCN2CCOCC2)c2cnn(-c3ccccc3)c2n1	-7%	3%
COc1ccc(NC(=O)COC(=O)c2ccc3c(c2)OCCO3)cc1	-3%	1%
C=CCOc1cccn2c(N(C)C(=O)c3ccncc3)c(CC)nc12	6%	-1%
COc1cc(NC(=O)C2CC(c3ccccc3O)=NO2)cc(OC)c1OC (stereo not given)	70%[activator]	-4%
CC1(C)OC(=O)C2=C(C[C@@H](CCc3ccccc3)O[C@@H]2c2ccc(Cl)cc2)O1	5%	6%
COc1ccccc1N1CCN(c2ccc3c(c2)S(=O)(=O)c2cccc(C(=O)NCc4ccc(F)cc4)c2C3=O)CC1	3%	-8%
Cc1ccc(C)c(C(O)c2ncc(-c3ccccc3F)[nH]2)c1 (stereo not given)	-13%	-3%
CCC1(CC)NC(=O)N(CC(=O)Nc2ccc(OCc3ccccc3)cc2)C1=O	5%	-5%
Cc1nn(-c2ccccc2)nc1C(=O)OCC(=O)N1CCCCC1C (stereo not given)	-2%[11.6 µM]	-1%
CCOC(=O)C1(CCOc2ccccc2)CCN(Cc2ccccc2O)CC1	6%	-19%
CCN1C(c2ccc(F)cc2)=CS/C1=C(/C#N)c1nnc2n1-c1ccccc1SC2	-20%	-7%
O=C(CSc1nc2ccccc2c(=O)n1-c1ccc(Cl)c(Cl)c1)Nc1ccc2c(c1)CCC2	-20%	3%
O=C(O)c1nn(Cc2ccc(Cl)cc2)c2ccccc12	-4%	-2%
O=C1c2cc3c(cc2CCC1c1ccc2c(c1)OCO2)OCO3 (stereo not given)	-23%	1%
Cc1cc(/C=C(\C#N)C(=O)OCC(=O)N(C)c2c(N)n(Cc3ccccc3)c(=O)[nH]c2=O)c(C)n1CC(C)C	-7%	-3%
COc1c2c(c(CCC(=O)O)c3c1C=CC(C)(C)O3)OC(C)(C)C=C2	5%	6%
CSc1ncccc1C(=O)OC(C)C(=O)Nc1cccc(S(=O)(=O)N2CCOCC2)c1 (stereo not given)	-19%	-16%
Cc1nn2c(-c3cccc(NC(=O)CN4CCOCC4)c3)nnc2c2ccccc12	-2%	5%
COc1ccc(N=Nc2ccc(CO)cc2)cc1	?	2%
Nc1ccc(CC2=NCCN2)cc1	-12%	-1%
CC(=NNc1nc2ccccc2s1)c1ccncn1	-11%	2%
COc1cc(-c2nc3ccc(C)cn3c2NCc2ccccc2)ccc1-c1cccc(Cl)c1	-2%	3%
COc1ccc(NC(C)C(=O)Nc2cccc(S(=O)(=O)N3CCOCC3)c2)cc1OC (stereo not given)	5%	-6%
COc1cccc(S(=O)(=O)N(C)C[C@@H]2Oc3cc(C#CCN(C)C)ccc3S(=O)(=O)N([C@H](C)CO)C[C@@H]2C)c1	-5%	3%
CNC(C)C(=O)NC(C(=O)NC(C)C(=O)NNc1ccccc1)C(C)C (stereo not given)	30%	-1%
O=C1OC(c2ccccc2)(c2ccc3cc(O)ccc3c2)c2ccccc21 (stereo not given)	33%[activator]	0%
Cc1cc2nc(C(C)(C)C)c(Cc3cccc(F)c3)n2c(C)c1Br	-5%	-4%
CCOC(=O)[C@]12CCC=C1N(Cc1ccc(Cl)cc1Cl)C(=O)[C@H](CC(=O)NCCCOC)C2	0%	1%
O=C(Cc1cccc(NC(=O)C2CCN(S(=O)(=O)c3cccc([N+](=O)[O-])c3)CC2)c1)Nc1cccc(C(=O)N2CCOCC2)c1	-7%	-2%
C[C@H]1CN([C@@H](C)CO)C(=O)CCCn2cc(nn2)CO[C@@H]1CN(C)C(=O)Nc1cccc(C(F)(F)F)c1	4%	-5%
Cc1ccc(S(=O)(=O)NOCc2ccccc2)cc1	-1%	2%

# Later entries:
Compound	AMA1-RON2 inh	TbPYK inhibitor
Cc1ccc(S(=O)(=O)N2C[C@H]3C(=O)C[C@@H]4C(=O)N(c5ccccc5)C(=O)[C@@H]4[C@@H]3C[C@H]2c2cccs2)cc1	-2%	2%
CCOC(=O)C1(C)CCCCCN1C(=O)/C=C/c1ccccc1 (stereo not given)	2%	-1%
CCOc1ccc(CCN2C(=S)N([C@@H](Cc3ccc(O)cc3)CN3CCC[C@@H]3CN3C(=S)NC[C@@H]3CC(C)C)C[C@@H]2Cc2ccc(O)cc2)cc1	6%	-1%
COc1ccc(-c2nc3ccc(C)cn3c2Cc2cccc(Cl)c2)cc1OC	?	2%
COc1ccc(F)cc1S(=O)(=O)N1CCc2ccccc2C1	16%	0%
COCc1cccc(-c2csc(C(O)c3ccccc3)n2)c1 (stereo not given)	-2%	3%
O=C(Nc1ccccc1)[C@@H]1CC=C[C@@H]2CCN(C3CCCCC3)C(=O)[C@@H]21	-3%	-8%
CCOc1ccc(NC2=CC(=O)C(=O)c3ccccc32)cc1	-28%	-11%
Cn1nc(C#N)c(=O)[nH]c1=O	7%	-2%
CCCCn1nnnc1-c1nc2ccccc2[nH]c1=O	1%	-29%
O=C(Nc1ccc(Cl)cc1)c1csc(COCCO)n1	6%	9%
Cc1cccc(S(=O)(=O)NC(=O)C2(C)CCN2C(=O)Cc2cccs2)c1 (stereo not given)	4%	6%

# 2 of these compounds in a different format:
# Values run as follows: AMA1-RON2 inh, TbPYK inhibitor
CCOc1ccc(CCN2C(=S)N([C@@H](Cc3ccc(O)cc3)CN3CCC[C@@H]3CN3C(=S)NC[C@@H]3CC(C)C)C[C@@H]2Cc2ccc(O)cc2)cc1
    6%, -1%
COc1ccc(-c2nc3ccc(C)cn3c2Cc2cccc(Cl)c2)cc1OC
    ?, 2%

# Next part
Compound	AMA1-RON2 inh	TbPYK inhibitor
Cc1cccc(C)c1N1CCN(C(c2cc3ccccc3o2)c2nnnn2C(C)(C)C)CC1 (stereo not given)	-13%	0%
COC(=O)[C@]12CCCCC=C1N(CCC1=CCCCC1)C(=O)[C@H](CC(=O)N1CCN(C(=O)C3CC3)CC1)C2	-8%	4%
COc1ccc(NC(=O)C2Cc3c(-c4ccc(NC(C)=O)cc4)ccnc3O2)cn1 (stereo not given)	11%	3%
COc1ccc(-c2cc(NC=O)c3ncc(-c4ccccc4)n3c2)cc1OC	7%	-15%
COc1cccc(CCc2nc3ccccc3c(=O)n2N)c1	-3%	2%
NCCCCC(C(=O)O)N(C(=O)OCc1ccccc1)C(=O)OCc1ccccc1 (stereo not given)	18%	1%
CCCCCCC(=O)Oc1cccc(C2=CC(=O)CC(C)(C)C2=O)c1	-19%	4%
CC12CCC3C(CCCC4CC(=O)CCC43C)C1CCC2O (stereo not given)	13%	-8%
C=CCOC(=O)C1=C[C@H](C(C)(C)C)[C@@H](CCCO)[C@H](OCC)O1	7%	-5%
CN(CCc1ccccc1)C(=O)c1cccc(NC(=O)Cc2cccc(NC(=O)C3CCN(C(=O)C4CC4)CC3)c2)c1	13%	0%
Cc1ccc(S(=O)(=O)N2C[C@H]3C(=O)C[C@@H](c4ccccc4)N(S(=O)(=O)c4ccc(C)cc4)[C@H]3C[C@H]2c2ccccc2)cc1	0%	2%
CC(C)n1nccc1NC(=O)COC(=O)c1ccc(NC(N)=O)cc1	-12%	8%
C[C@@H]1CN([C@@H](C)CO)C(=O)CCCn2nncc2CO[C@H]1CN(C)C(=O)Oc1ccc2ccccc2c1	-2%	-1%
CCNC(=O)C1(C)CCN(Cc2ccccc2C#N)C1 (stereo not given)	-6%	-7%
COc1ccc2[nH]c3c(c2c1)CCN1C(=O)C(CC(=O)NCCc2ccccn2)C[C@H](C(=O)N2CCOCC2)[C@@]31C (stereo not given in full)	-5%	-5%
O=S(=O)(c1ccc(Cl)cc1)N1CCC(n2cnc3cc(C(F)(F)F)ccc32)CC1	1%	5%
CC(=O)Nc1nc2[nH]ccc2c(=O)[nH]1	19%	-9%
O=[N+]([O-])c1cc([N+](=O)[O-])c2cc(-c3cccnc3)[nH]c2c1	-10%	-8%
C[C@H]1CCC[C@@]2(O[C@H](CCO)C[C@H](O)[C@H]2O)O1	0%	10%
CN(CC(=O)Nc1ccc(Cl)c(Cl)c1)CC(=O)N1CCCCCC1	39%[activator]	-6%
C[C@H]1CN([C@@H](C)CO)S(=O)(=O)c2ccc(-c3cccc(F)c3)cc2O[C@@H]1CN(C)C	5%	9%
COc1cc(OC)nc(Nc2nc(C(N)c3ccccc3Cl)cs2)n1 (stereo not given)	47%[activator]	-4%
CNc1cc(-c2ccc(OC)c(OC)c2)ncn1	4%	-26%
COc1ccc2cc(C3=CCCC3(C)C(=O)O)ccc2c1 (stereo not given)	-7%	1%

# Full records from above. Values in the order: AMA1-RON2 inh	TbPYK inhibitor
# C[C@@H]1CN([C@@H](C)CO)C(=O)CCCn2nncc2CO[C@H]1CN(C)C(=O)Oc1ccc2ccccc2c1 as listed: -2%	-1%
# CN(CC(=O)Nc1ccc(Cl)c(Cl)c1)CC(=O)N1CCCCCC1 as listed: 39%[activator]	-6%
# COc1ccc2[nH]c3c(c2c1)CCN1C(=O)C(CC(=O)NCCc2ccccn2)C[C@H](C(=O)N2CCOCC2)[C@@]31C (stereo not given in full) as listed: -5%	-5%
# C[C@H]1CCC[C@@]2(O[C@H](CCO)C[C@H](O)[C@H]2O)O1 as listed: 0%	10%
# O=[N+]([O-])c1cc([N+](=O)[O-])c2cc(-c3cccnc3)[nH]c2c1 as listed: -10%	-8%

# (next part)
Compound	AMA1-RON2 inh	TbPYK inhibitor
CC(OC(=O)c1c(F)cccc1F)C(=O)NCCC1=CCCCC1 (stereo not given)	22%	4%
CCOC(=O)N1CCN(C(=O)C2CCN(C(=O)c3ccccc3C)CC2)CC1	-1%	7.9µM*
CN(C(=O)c1cc2c(=O)n3ccccc3nc2s1)C1CCCCC1	33%[activator]	6%
CC(C)OC(=O)c1ccc2ccc(-c3ccccc3)nc2c1	80%[activator]	-7%
CC(CC(c1ccccc1)N1CCc2ccccc2C1)=NO (stereo not given)	-4%	-1%

# Not all compounds are listed, so the mix of outcomes need not match the whole.
